# Source: PubChem (several laboratories)
# MCL1 BIM primary: inhibitors of MCL1 binding to BIM-BH3, primary screen, biochemical, fluorescence polarization. Induced myeloid leukemia cell differentiation protein Mcl-1 (Homo sapiens), Q07820. GST-MCL1 / FITC-Bim-BH3 fluorescence polarization. inhibition, % at 10.9 µM. hit rate 0.68% among 320,000;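 active = inhibition above the mean inhibition of all tested compounds plus 3 SD, set per campaign, cut at about 40% in these data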;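 also: 0% = DMSO wells and 100% = unlabeled Bim-BH3 peptide control; higher means more loss of mP so more displacement of Bim peptide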
# Fam108B inh: mouse Fam108B serine hydrolase inhibitors, primary screen, counter-screen for RBBP9 inhibitor project, biochemical, fluorescence polarization | recombinant Fam108B, FP-Rh probe fluorescence polarization | inhibition, % at 9.51 µM | hit rate 0.33% among 300,000;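 active = inhibition above the screen mean inhibition plus 3 SD, computed separately per campaign, cut at about 18% in these data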;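 also: inhibitors lower polarization as less probe binds the enzyme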
# Efflux pump inh: inhibitors of Candida efflux pumps in yeast, primary screen, S. cerevisiae, Nile Red, multiplex. hit rate 0.44% among 330,000. inhibition, % at 10 µM. S. cerevisiae Candida pump triplex;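 active = plate passing quality check with inhibition over a set limit, or well fluorescence over plate mean plus 4 SD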;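 also: Nile Red retained in pooled yeast measured as flow cytometry median fluorescence; 0% = buffer negative control and 100% = Enniatin B positive control; higher means more Nile Red kept so more efflux inhibition; some compounds called inactive have numbers as strong as hits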
# PME-1 inh: PME-1 inhibitors via competitive probe labeling, primary screen, biochemical, fluorescence polarization, FP-Rh probe, HTS | recombinant PME-1 | inhibition, % at 5.9 µM | hit rate 0.53% among 320,000 | AID 2130, 2009;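 active = inhibition above the campaign mean of all compounds plus 3 SD, cut at about 26% in these data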;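 also: competitive labeling of PME-1 active site by serine hydrolase directed probe; 0% = PME-1 with DMSO and 100% = wells lacking PME-1 enzyme; inhibitors block probe labeling so polarization falls and inhibition rises; many of its hits are not listed in these tables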
# Target sequence (Q9Y570 whole entry, looked up): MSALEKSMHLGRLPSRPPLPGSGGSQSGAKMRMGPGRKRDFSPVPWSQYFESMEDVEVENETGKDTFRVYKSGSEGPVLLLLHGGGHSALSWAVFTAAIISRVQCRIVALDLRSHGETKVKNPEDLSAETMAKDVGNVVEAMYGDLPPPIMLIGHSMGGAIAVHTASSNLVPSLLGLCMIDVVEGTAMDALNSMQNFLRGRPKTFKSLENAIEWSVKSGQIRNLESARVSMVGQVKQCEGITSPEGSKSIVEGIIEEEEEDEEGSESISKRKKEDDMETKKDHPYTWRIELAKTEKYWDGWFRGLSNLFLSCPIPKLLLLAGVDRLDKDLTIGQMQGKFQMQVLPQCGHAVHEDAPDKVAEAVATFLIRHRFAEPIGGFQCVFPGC
# BCLXL inh: inhibitors of human Bcl-xL, primary screen, biochemical, fluorescence polarization, HTS. Bcl-2-like protein 1 (Homo sapiens), Q07817. GST-Bcl-xL / FITC-Bim BH3 peptide fluorescence polarization. inhibition, % at 10.9 µM. hit rate 0.7% among 320,000. AID 2129, 2009;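 active = inhibition above the mean of all tested compounds plus 3 SD, cutoff set per campaign, cut at about 30% in these data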;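 also: 0% = DMSO wells and 100% = unlabeled Bim-BH3 peptide competitor; inhibitors lower millipolarization by displacing the labeled peptide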
# Target sequence (Q07817 whole entry, looked up): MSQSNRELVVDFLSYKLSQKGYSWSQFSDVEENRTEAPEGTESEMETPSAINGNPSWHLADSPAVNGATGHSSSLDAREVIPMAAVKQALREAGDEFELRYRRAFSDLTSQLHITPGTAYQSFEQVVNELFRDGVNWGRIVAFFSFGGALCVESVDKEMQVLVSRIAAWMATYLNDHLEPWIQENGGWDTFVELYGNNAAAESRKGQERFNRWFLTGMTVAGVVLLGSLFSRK
# GRK2 aptamer HTS: compounds blocking aptamer binding on GRK2 – biochemical, human GRK2, bead flow cytometry, HTS, primary screen. Beta-adrenergic receptor kinase 1 (Homo sapiens), P25098. FAM-aptamer displacement from GRK2. inhibition of aptamer binding, % at 10 µM. hit rate 0.59% among 330,000. AID 488847, 2010;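 active = inhibition of aptamer binding above 40%, roughly 3 SD of noise, on plates passing a quality check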;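 also: median bead fluorescence of bound FAM aptamer so fluorescent compounds give negative values; no value below 0 was filed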
# VLA-4 inh: inhibition in human VLA-4 binding assay, primary screen, VLA-4 allosteric modulator project, MLPCN library, flow cytometry, VLA-4 expressing cells | Integrin alpha-4 (Homo sapiens), P13612 | ligand binding flow cytometry | inhibition, % (about 7 µM as worked out from the volumes in the protocol) | hit rate 0.2% among 330,000; in the data active = inhibition above about 50%
# GLD-1 TGE inh: GLD-1/TGE RNA complex disruptors, primary screen, biochemical, fluorescence polarization | purified GLD-1 + fluorescein TGE RNA | inhibition, % at 5.96 µM | AID 2280, 2010 | hit rate 0.44% among 320,000;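 active = percent inhibition above a per-plate cutoff, the plate mean of test compounds plus 3 SD, cut at about 30% in these data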;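 also: 0% = DMSO wells with GLD-1 and probe and 100% = wells lacking GLD-1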
# MEX-5 binding: MEX-5 zinc finger RNA-binding disruptors – biochemical, C. elegans, fluorescence polarization, MLPCN library, primary screen. Zinc finger protein mex-5 (Caenorhabditis elegans), Q9XUB2. MEX-5/FITC-TCR2 RNA binding; stronger effect = lower value. activity score (negative = inhibition of binding), % at 10 µM. hit rate 0.38% among 300,000. AID 1832, 2009;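 active = inhibition past about -25% in most replicates, and total fluorescence under double the plate's negative control median, limit read from the data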;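 also: 0% = DMSO and -100% = 5 µM competing unlabeled TCR2 RNA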
# Target sequence (Q9XUB2 whole entry, looked up): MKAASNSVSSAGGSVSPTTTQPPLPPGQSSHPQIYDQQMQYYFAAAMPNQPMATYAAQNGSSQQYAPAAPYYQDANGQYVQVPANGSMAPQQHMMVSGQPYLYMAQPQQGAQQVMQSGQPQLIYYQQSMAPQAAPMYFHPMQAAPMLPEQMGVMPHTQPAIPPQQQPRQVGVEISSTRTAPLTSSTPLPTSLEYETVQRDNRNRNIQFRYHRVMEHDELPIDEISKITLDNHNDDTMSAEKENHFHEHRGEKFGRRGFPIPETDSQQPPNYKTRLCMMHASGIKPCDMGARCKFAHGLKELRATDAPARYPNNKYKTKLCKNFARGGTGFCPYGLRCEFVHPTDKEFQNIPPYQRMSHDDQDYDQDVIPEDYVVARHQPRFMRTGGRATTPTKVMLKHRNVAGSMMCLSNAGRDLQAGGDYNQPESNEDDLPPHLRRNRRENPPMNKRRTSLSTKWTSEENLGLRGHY
# * hit, by the source's call; . = no result given. An excerpt; the hit share may differ from the screen's.
SMILES,MCL1 BIM primary,Fam108B inh,Efflux pump inh,PME-1 inh,BCLXL inh,GRK2 aptamer HTS,VLA-4 inh,GLD-1 TGE inh,MEX-5 binding
CN1c2ccccc2-c2nc3ccccc3n2C1c1ccco1 (stereo not drawn),3,3,0.1,-1,4,1,17,2,-0.5
Cc1ccc(NC(=O)CN2C(=O)c3ccccc3C2=O)nc1,0,1,0.4,-4,2,0,17,-2,-0.7
CCc1ccccc1NC(=O)Nc1cccn(Cc2ccccc2F)c1=O,4,-2,0.1,2,1,3,10,-9,-1.2
CCCCC(=O)NC(=S)NNC(=O)CC#N,7,2,0.0,-2,6,0,2,4,1.3
Cc1cc(=O)oc2cc(OCC(=O)N3CC(C)OC(C)C3)ccc12 (stereo not drawn),11,4,-0.1,-3,10,0,16,6,-0.4
c1ccc(COc2cccc(CNn3cnnc3)c2)cc1,3,5,0.0,2,2,0,29,2,-3.9
CC1CCCN(C(=O)c2ccc(-c3ccccc3Cl)o2)C1 (stereo not drawn),-3,0,0.1,7,-3,0,1,0,-4.5
COc1cc2cnc(-c3ccsc3)c(-c3ccc(F)cc3)c2cc1OC,-4,.,-0.1,-4,0,0,-17,-10,.
CC1(C)Cc2c(c(N3CCCC3)nc3sc4c(N5CCNCC5)ncnc4c23)CO1,0,1,0.1,-1,6,0,5,3,0.8
COc1ccc(-c2cccc(NC(=O)COc3ccc(Cl)cc3)c2)nn1,-2,-5,0.1,-29,6,0,4,1,-1.9
Cc1ccccc1NC(=S)N1CCC(C(=O)c2ccc(F)cc2)CC1,4,7,0.0,4,-3,0,5,8,-0.3
CC(C)Oc1cccc(C(=O)NC2=NCCS2)c1,1,-1,-0.2,-3,-2,0,11,-5,1.1
COc1ccc(N(CC(=O)NC2CCCCC2)C(=O)CCCC(=O)Nc2ccccn2)c(OC)c1,2,-2,0.1,6,4,0,-4,-6,1.4
Cc1cc(NC(=O)CSc2ncc(C(F)(F)F)cc2Cl)no1,.,.,0.1,.,.,0,6,2,.
N=C(N=C(N)N)N1CCc2ccccc21,1,4,0.0,-3,-2,0,-1,3,0.9
CCc1cc(CNC(=O)CC2C(=O)NCCN2Cc2cccc(OC)c2)on1 (stereo not drawn),21,4,-0.1,1,16,3,9,12,-2.6
CC(O)(CS(=O)(=O)Cc1ccccc1)c1ccccc1Cl (stereo not drawn),-7,-4,0.8,5,-5,0,0,-5,0.7
O=[N+]([O-])c1ccc2c(c1)oc1ccccc12,3,-4,0.1,4,8,0,12,-5,0.2
CCS(=O)(=O)N1CCC(C(=O)Oc2ccccc2Cl)CC1,7,-3,0.0,-1,-1,0,-1,-2,-1.6
CCCCC(C(=O)O)C(C)CC(=O)NNC(=O)c1ccco1 (stereo not drawn),2,-2,0.1,10,3,1,1,3,-0.4
CCn1c(=N)n(CC(=O)OC)c2ccccc21,1,5,0.0,1,5,1,-11,2,-2.4
Cc1ccc(NC(=O)c2ccccc2NC(=O)CCC(=O)O)cc1,3,-3,0.1,-2,2,0,-7,6,-2.7
O=S(=O)(c1ccc2c(c1)nc1n2CCC1)N1CCOCC1,-2,0,0.0,2,3,3,9,6,1.7
CC(=O)c1cccc(NC(=O)CCC2CCCC2)c1,-2,-3,-0.1,-4,-5,0,38,1,-0.7
CCN(CC(=O)NCc1ccc(F)cc1)C(=O)CN1CCN(c2cc(Cl)ccc2C)CC1,-15,5,-0.1,-3,-3,0,6,9,-0.4
CCC(=O)N1c2ccc(C)cc2C2=NNC(=S)NC21O (stereo not drawn),9,4,0.1,-4,9,2,10,3,-1.5
Cc1oc(-c2cccc(Cl)c2)nc1CN1CCC(C(=O)NCc2cccnc2)CC1,5,1,0.0,-3,5,0,3,5,-2.6
CCCCn1nc2cc(C(=O)NCCCCc3ccccc3)ccc2c1OCC,-4,-1,.,4,2,.,.,0,0.6
COc1ccc(/C=N/NC(=O)c2ccccc2O)cc1CSc1ccccn1,-11,6,-0.2,-4,1,6,-3,-4,2.8
FC(F)(F)c1cc(-c2ccc3c(c2)OCO3)nc(NCc2ccco2)n1,6,-8,0.1,-5,8,22,8,5,1.6
CCc1nnc(NC(=O)CSc2nnc(-c3ccco3)o2)s1,1,3,0.0,0,-2,0,8,-9,-0.2
CCOC(=O)C(NC(=O)Nc1ccc(Cl)cn1)(Oc1ccc(F)cc1)C(F)(F)F (stereo not drawn),0,0,0.2,-8,2,1,-2,6,-0.5
CC1(C)CC(=O)C(C=Nc2ccc(N)cc2)=C(O)C1,6,4,0.0,8,8,1,-19,10,-1.1
CCN(CC)Cc1c(O)ccc2c(=O)c(-c3ccc(Cl)cc3)coc12,-3,-1,-0.3,-4,0,0,11,5,-0.3
COc1cc(C(=O)Oc2cc(N)n(S(=O)(=O)c3ccc(F)cc3)n2)cc(OC)c1OC,2,2,-0.1,4,3,0,3,-6,1.0
Cc1ccc(C2(c3ccc(C)cc3)CC2C(=O)Nc2ccc([N+](=O)[O-])cc2O)cc1 (stereo not drawn),4,8,-0.1,-11,7,7,7,2,1.0
COc1ccc(/C=N/OCC(=O)Nc2cc(C)on2)cc1OC,0,2,0.3,0,2,0,-6,-2,1.5
O=C(NCC(O)c1ccc([N+](=O)[O-])cc1)C(c1ccccc1)c1ccccc1 (stereo not drawn),-4,-4,0.4,3,-2,2,-3,1,1.5
Cc1c(N=c2scc(-c3ccccc3)n2C)c(=O)n(-c2ccccc2)n1C,-1,2,0.0,8,-2,1,-1,-1,0.3
O=C(CSc1nnc2ccccn12)NNC(=O)c1ccc(Br)cc1,-6,2,-0.1,2,-7,2,25,2,0.4
CCOc1ccccc1NC(=O)CSc1nc(=O)n(Cc2ccncc2)c2c1CCC2,1,-1,-0.2,0,6,0,13,3,0.3
O=C(CSc1ncnc2c(-c3ccc(Cl)cc3)nsc12)c1ccccc1,16,1,0.0,-2,4,0,-33,-5,2.1
N/C(=N\OC(=O)N1c2ccccc2Sc2ccccc21)c1ccccc1,1,-5,0.2,1,5,1,8,5,3.2
COc1ccc(OC)c(S(=O)(=O)Nc2ccc(C(N)=O)cc2)c1,5,-2,-0.2,4,3,2,2,-1,0.6
O=C(COc1ccccc1Br)N1CCNC1=O,5,.,0.1,-1,2,1,3,1,.
O=C(COC(=O)c1ccccc1Nc1ccc(SC(F)F)cc1)NCc1ccco1,-2,1,0.0,5,5,0,16,3,4.6
CSCCOC(=O)C1=C(C)Nc2ccc(C)cc2S1,9,3,0.1,4,5,0,12,6,-1.4
Cc1ccc(S(=O)(=O)NCCSc2nnnn2C)cc1,2,0,0.0,6,4,2,6,-3,2.7
CC(=O)c1ccccc1NC(=O)CN1C(=O)CS/C1=C\c1nc(-c2ccc(C)cc2)cs1,6,0,-0.1,-7,2,10,-8,0,-1.6
O=C(NCc1cccc(CNC(=O)C(=O)NCc2ccco2)c1)C(=O)NCc1ccco1,8,-6,0.0,-5,6,33,-15,0,0.7
CC(=O)c1sc(NCCOc2ccc(C)cc2)nc1C,8,1,0.3,-2,8,1,5,1,-0.3
COC(=O)CSC1=C(C#N)C(c2ccc3c(c2)OCO3)C2=C(CCCC2=O)N1 (stereo not drawn),10,2,0.0,7,7,1,14,-3,-1.5
N#Cc1ccccc1S(=O)(=O)N1CCN(c2ccc(S(=O)(=O)N3CCOCC3)cn2)CC1,-1,2,-0.2,3,2,0,-2,-5,-1.7
O=C(O)CNC(=O)/C(=C\c1ccc2c(c1)OCO2)NC(=O)c1ccc(Br)cc1,2,-1,-0.2,1,10,0,2,3,-1.5
COc1ccc(S(=O)(=O)NCC(=O)N(CC(=O)NCC2CCCO2)c2ccccc2C)cc1 (stereo not drawn),1,-1,0.4,-11,0,0,4,-2,-1.5
Cc1ccccc1N/N=C/c1sc(=O)n(Cc2cccc(C(=O)O)c2)c1Cl,19,15,-0.1,16,17,0,6,-1,0.4
O=C(O)CCn1c2ccccc2c2nc3ccccc3nc21,16,-2,0.1,-2,18,1,12,5,-0.5
CCCc1cc(N2CCN(C(=O)c3ccco3)CC2)n2c(nc3ccccc32)c1C#N,2,0,0.7,10,6,0,12,3,-4.0
CCc1c(C)[nH]c2c(C)cccc2c1=O,-2,0,0.0,-2,5,0,6,3,1.8
O=C(/C=C/c1ccc(Cl)cc1Cl)NCCSCc1ccccc1,6,-27,0.0,-32,6,0,22,2,1.5

# Continued.
SMILES,MCL1 BIM primary,Fam108B inh,Efflux pump inh,PME-1 inh,BCLXL inh,GRK2 aptamer HTS,VLA-4 inh,GLD-1 TGE inh,MEX-5 binding
CC(=O)Nc1ccc(OCC(O)Cn2c3ccccc3c3ccccc32)cc1 (stereo not drawn),-5,-1,-7.5,6,1,2,1,5,-0.3
Cc1cccc2nc(C(=O)Nc3cccc(C(=O)NC4CC4)c3)cn12,-7,.,0.0,0,-7,4,2,-1,.
O=C1C(C2=NC(C(=O)O)C3C(=O)N(c4ccccc4)C(=O)C23)=C(O)c2ccccc21 (stereo not drawn),-4,-1,-0.2,-3,-1,22,22,-4,-1.2
CC1(C)Cc2c(sc(NC(=O)C(=O)N3CCCCC3)c2C(N)=O)CO1,3,-2,0.0,1,-1,2,2,10,-1.4
O=C(O)c1nn(CCOc2cccc(Cl)c2)c(=O)c2ccccc12,0,-4,0.0,23,2,29,-1,2,0.0
CCOc1ccc(S(=O)(=O)Nc2cccc(C(=O)N3CCN(c4ccc(OC)cc4)CC3)c2)cc1,-5,0,0.3,9,1,3,3,-3,-0.4
CCN(C[C@H]1N[C@@](Cc2ccccc2)(C(=O)OC)[C@H]2C(=O)N(C)C(=O)[C@@H]12)C(=O)NC(C)C,.,.,-0.2,.,.,0,-13,1,.
Cc1ccc(C(=O)NCC(=O)OCn2nnc3ccccc3c2=O)cc1,-8,.,-0.1,-3,-7,0,12,6,.
CC(=O)Oc1oc(-c2ccccc2)nc1C=Nc1ccccc1,-9,-1,-0.1,-3,-4,0,-3,3,-0.8
OCC1(Cc2ccccc2)CCN(Cc2cnc(-c3ccc(Cl)cc3)nc2)CC1,3,1,0.1,-9,-3,1,3,0,0.6
CNS(=O)(=O)c1ccc(NC(=O)C2c3ccccc3Oc3ccccc32)cc1,-4,-2,0.0,-3,4,3,-6,-5,1.3
CCNC(=O)C1Cc2cc(S(=O)(=O)N3CCCC3)ccc2N1C(C)=O (stereo not drawn),1,5,-0.1,-2,3,5,7,0,-1.2
CCOc1ccccc1NC(=O)CCCn1cc([N+](=O)[O-])cn1,2,4,-0.1,1,0,3,4,0,.
Cc1ccc2onc(CC(=O)O)c2c1,7,-1,-0.1,0,5,6,17,0,-0.1
O=C(OCc1ccc(F)cc1)c1cccnc1Cl,7,1,0.0,9,8,1,14,-4,-1.3
